Screening results: PubChem, National Center for Advancing Translational Sciences (NCATS)
TRb SRC2 PPI: qHTS for Inhibitors of the Interaction of Thyroid Hormone Receptor and Steroid Receptor Coregulator 2 | 280,000 tested, 0.065% active | TRbeta-SRC2 peptide binding, fluorescence polarization; receptor liganded with 1 µM T3 | Potency, µM (top dose mostly 106 µM), without a hit: at the highest dose activity change, negative = inhibition, actives largely listed as inhibitors | Thyroid hormone receptor beta (Homo sapiens), P10828 | AID 1469, 2008; active means well fitted inhibition curve with a large enough effect; inconclusive means small, poorly fitted or top-dose-only effect, or effect the other way;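 further: plate controls were bound peptide for no effect and peptide without receptor for full effect; nearly all actives have a fitted effect of over 50% in size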
Target sequence (P10828 whole entry, looked up): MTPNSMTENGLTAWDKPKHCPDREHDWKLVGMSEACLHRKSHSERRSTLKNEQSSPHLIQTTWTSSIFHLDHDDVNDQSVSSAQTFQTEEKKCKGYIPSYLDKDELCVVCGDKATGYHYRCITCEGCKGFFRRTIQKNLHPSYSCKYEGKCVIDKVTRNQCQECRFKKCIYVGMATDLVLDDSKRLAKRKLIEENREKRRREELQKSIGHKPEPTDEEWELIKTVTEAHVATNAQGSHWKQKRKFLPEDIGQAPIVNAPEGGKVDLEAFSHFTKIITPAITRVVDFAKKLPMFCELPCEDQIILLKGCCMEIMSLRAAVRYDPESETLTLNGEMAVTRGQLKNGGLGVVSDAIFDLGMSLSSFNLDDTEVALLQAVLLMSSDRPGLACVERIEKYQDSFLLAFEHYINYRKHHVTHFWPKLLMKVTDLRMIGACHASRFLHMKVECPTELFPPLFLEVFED
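Compounds were added to 0.6 uM TRb ligand-binding domain and 20 nM Texas Red-labeled SRC2 peptide in Tris buffer containing 1 uM T3, incubated 5 hr at ambient temperature, then read by fluorescence polarization.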
TR SRC2 fluor cs: Total Fluorescence Counterscreen for Inhibitors of the Interaction of Thyroid Hormone Receptor and Steroid Receptor Coregulator 2; 280,000 tested, 0.29% active; Potency, µM (top dose mostly 106 µM), inactives show top-dose fluorescence change, negative = quenching; AID 1479, 2009; TRb/SRC2 Texas Red total fluorescence interference; active means well fitted curve in either direction with a large enough effect; inconclusive means small, poorly fitted or top-dose-only effect
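Human TRb ligand-binding domain at 0.6 uM with 20 nM Texas Red SRC2 peptide in Tris buffer containing 1 uM T3 and 5% DMSO, incubated with compound 5 h at ambient temperature. Total fluorescence (555/632 nm) calculated as parallel + 2 × perpendicular.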
LMNA splice mod: qHTS Assay for Modulators of Lamin A Splicing; HeLa LMNA splicing GFP/RFP minigene ratio, 48 h; Potency, µM (titrated, usually from 46.1 µM), without a hit: top-dose ratio change, negative = inhibition, hits mostly inhibitors; 200,000 tested, 0.01% active; active means well fitted inhibition curve with a large enough effect in the signal ratio, with a control signal flat, not every such curve was filed as active; inconclusive means small, poorly fitted or top-dose-only effect, or effect the other way, or a change in a side signal; the % refers to the signal ratio
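S3 HeLa stable clones carrying a lamin A-EGFP splicing minigene plus DsRed2 were seeded at 600 cells/well in Opti-MEM with 2% FBS, pin-dosed and incubated 48 h at 37°C. Acumen cytometry (488 nm) gave the GFP/RFP total-intensity ratio.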
Active calls of the source: *; ? = inconclusive; [ ] = dose if it differs, or a comment. Unless noted, on the % scale 0 is the no-effect control and ±100 the full control effect; potency means the concentration at half of the fitted maximal effect. The list is partial; rates above refer to the full screens.

SMILES | TRb SRC2 PPI | TR SRC2 fluor cs | LMNA splice mod
CCC(Sc1nc2ccccc2c2nc(CCc3c(C)n[nH]c3C)nn12)C(=O)Nc1ccc(OC)cc1 (stereo unspecified) | -7% | -4% | 17%[46 µM]
COc1ccc(CC(=O)Nc2nnc3n2CCS3)cc1OC | 6% | -28% | 9%[46 µM]
Cn1c(=O)c2c(SCC(=O)NCc3ccco3)nc(-c3cccc(F)c3)nc2n(C)c1=O | 4% | 0% | -5%[46 µM]
CCCCc1nn2c(=O)cc(COC(=O)c3ccc(NC(=O)c4ccccc4C)cc3)nc2s1 | -5% | -2% | 16%[46 µM]
Cc1ccc(C)c(NC(=O)c2cnc(N3CCCC3)nc2C)c1 | 1% | -1% | 11%[46 µM]
CCOC(=O)C1CCN(C(=O)c2nn(-c3ccc(C)cc3)c(=O)n(C)c2=O)CC1 | 5% | -2% | 14%[46 µM]
COc1cc(OC)c(NC(=O)c2nc(-c3ccncc3)no2)cc1Cl | -3% | 5% | -3%[46 µM]
CC(=O)c1c(C)oc2c(Cl)cc(NS(=O)(=O)c3ccc(Cl)cc3)cc12 | -3% | -4% | ?
O=C(NCc1cccnc1)C(=O)NCC(c1cccnc1)N1CCN(c2ccccc2)CC1 (stereo unspecified) | 0% | 6% | ?
CCOC(=O)c1c(S(=O)(=O)N2CCCC(C(=O)Nc3ccc(OCC)cc3)C2)c(C)n(C)c1C (stereo unspecified) | 1% | -1% | 6%[46 µM]
COc1cccc(N2CCN(S(=O)(=O)c3ccc(-c4ccno4)cc3OC)CC2)c1 | -1% | 1% | 2%[46 µM]
CCOc1ccc(CNC(=O)c2cnc3sc(N4CCCCCC4)nn3c2=O)cc1OC | -4% | -2% | 15%[46 µM]
COc1ccc(Br)cc1CNC(=O)CN1C(=O)c2cccnc2Oc2ccc(C)cc21 | -1% | -27% | ?
Cn1c(C(=O)NCc2ccccc2F)cc2cc(S(=O)(=O)N3CCCCC3)ccc21 | 3% | 0% | ?
CCN(Cc1ccccc1)S(=O)(=O)c1ccc2[nH]c3c(c2c1)CCCCC3 | 1% | -1% | -21%[46 µM]
CCC(C)NC(=O)c1ccc2c(c1)N(Cc1cccc(Cl)c1)C(=O)c1ccccc1S2=O (stereo unspecified) | 1% | -2% | 9%[46 µM]
O=C(NCc1ccc(Cl)cc1)c1cnc(N2CCCCC2)c2ccccc12 | -4% | -12% | -6%[46 µM]
CCc1ccc(-n2c(=O)c3c(C)c(C(=O)N(C)C)sc3n(CC(=O)Nc3cc(Cl)ccc3C)c2=O)cc1 | -1% | 0% | 3%[46 µM]
Cc1ccc(Cl)cc1N1CCN(C(=O)c2ccc(CS(=O)c3ccccc3)o2)CC1 (stereo unspecified) | -3% | 4% | ?
CCOc1cccc(CNC(=O)c2ccc(N3CCCC3)c(NC(=O)Nc3ccccc3CC)c2)c1 | 1% | 0% | ?
Cc1ccc(S(=O)(=O)c2c(Nc3cccc(Cl)c3)sc(C(=O)c3ccc4c(c3)OCO4)c2N)cc1 | -7% | 1% | ?
CCCn1c2ccccc2c2cnn(CC(=O)Nc3cccc(C(=O)OCC)c3)c(=O)c21 | -5% | 9% | 2%[46 µM]
O=C(COc1ccc(Cl)cc1)NCCc1csc(-c2ccc(C(F)(F)F)cc2)n1 | 7% | 2% | 5%[46 µM]
CCN1CCN(C(c2cccc(Cl)c2)c2c(O)cc(C)n(CCOC)c2=O)CC1 (stereo unspecified) | 3% | 1% | 10%[46 µM]
CCCCN(CC)C(=O)C1CCCN(c2ncnc3onc(C)c23)C1 (stereo unspecified) | 3% | -2% | 4%[46 µM]
Cc1cc(O)c(C(c2ccccc2)N2CCC(C)CC2)c(=O)n1Cc1ccco1 (stereo unspecified) | 3% | -24% | ?
COc1ccc(Br)cc1CNC(=O)c1cc2n(n1)CCCN(Cc1ccc(C)cc1)C2=O | 8% | 0% | ?
O=C(c1cccc(Cl)c1)N1CCN(CCc2ccncc2)CC1 | 1% | 9% | ?
CCCC(=O)OC1=C(C(C)=O)N(Cc2ccccc2)S(=O)(=O)c2ccccc21 | -2% | -58% | -11%[46 µM]
Cc1ccc2[nH]c(CSc3nnc(NC(=O)COc4ccccc4Cl)s3)cc(=O)c2c1 | -5% | -1% | 2%[46 µM]
COc1ccc(CCNC(=O)Cn2c(=O)nc(-c3ccccc3)c3cc(Cl)ccc32)cc1OC | -7% | 0% | -6%[46 µM]
COc1ccc(NC(=O)CSc2nc3ccccc3n2CC(=O)Nc2cccc(C)c2C)cc1 | 7% | -1% | 11%[46 µM]
COc1ccc(NC(=O)CN(C)S(=O)(=O)c2ccc3nc(C)sc3c2)cc1 | -1% | -1% | 3%[46 µM]
CN(C)S(=O)(=O)c1ccc(C(=O)NCCS(=O)(=O)N2CCN(c3ccccc3)CC2)cc1 | 3% | -18% | 10%[46 µM]
COc1cccc(CNC(=O)c2ccc3c(c2)nc2n3CCC(C)C2)c1 (stereo unspecified) | -5% | -1% | 26%[46 µM]
O=C(CCc1ccccc1)N(Cc1cccnc1)c1nc2c(F)cccc2s1 | -1% | 0% | -2%[46 µM]
CN(C)c1ccc(C(=O)NCc2ccc3c(c2)CCN3C(=O)c2ccccc2)cc1 | -21% | -62% | -9%[46 µM]
CCN(CC)CCNC(=O)c1ccc2c(c1)NC(=O)C(CS(=O)(=O)Cc1cccc(Br)c1)N2 (stereo unspecified) | 4% | -1% | 2%[46 µM]
CCN1CCN(c2cc(C)c3cc(NC(=O)c4cc(OC)c(OC)c(OC)c4)ccc3n2)CC1 | 1% | -3% | ?
Cc1ccc(-c2nc3c4ccccc4n(CC(=O)N4CCN(c5ccc(F)cc5)CC4)c(=O)n3n2)cc1 | 0% | -2% | 18%[46 µM]
Cc1ccc(NC(=O)c2oc3ccc(S(=O)(=O)N4CCCCC4)cc3c2C)cc1Cl | -6% | -1% | 1%[46 µM]
O=C(CS(=O)(=O)c1cccc2nsnc12)Nc1cc(F)ccc1F | 6% | -3% | -13%[46 µM]
COc1ccc(C(=O)Nc2nnc(S(=O)(=O)N(C)c3ccc(C)cc3)s2)cc1 | 3% | -25% | ?
CSc1ccc(CCNC(=O)c2cc3n(n2)CCCN(Cc2ccc(C)cc2)C3=O)cc1 | 4% | -2% | -13%[46 µM]
O=C(NC1CC(=O)N(c2ccc(Cl)cc2)C1)c1ccc(S(=O)(=O)N2CCOCC2)cc1 (stereo unspecified) | 5% | -2% | ?
CCOC(=O)c1c(C)oc2nc(C)nc(NCC3CCN(Cc4ccc(F)cc4)CC3)c12 | -15% | ? | -17%[46 µM]
O=c1oc2c(CN3CCOCC3)c(O)ccc2cc1-c1ccc(Cl)cc1 | 6% | -4% | -13%[46 µM]
CCc1cccc(NC(=O)Cn2c(=O)n(Cc3ccccc3)c(=O)c3c(C)c(C(=O)N(C)C)sc32)c1 | 4% | -7% | 16%[46 µM]
CCN1CCN(c2oc(-c3ccc(COc4ccc(C)cc4)o3)nc2C#N)CC1 | 2% | -14% | ?
COc1ccc(-c2nc3sc(CCNC(=O)Cc4ccc(F)cc4)c(C)n3n2)cc1 | -4% | -1% | 3%[46 µM]

5 of these compounds in another layout.
Every second line gives: TRb SRC2 PPI, TR SRC2 fluor cs, LMNA splice mod
> O=c1oc2c(CN3CCOCC3)c(O)ccc2cc1-c1ccc(Cl)cc1
 : 6%, -4%, -13%[46 µM]
> Cc1ccc(NC(=O)c2oc3ccc(S(=O)(=O)N4CCCCC4)cc3c2C)cc1Cl
 : -6%, -1%, 1%[46 µM]
> COc1ccc(C(=O)Nc2nnc(S(=O)(=O)N(C)c3ccc(C)cc3)s2)cc1
 : 3%, -25%, ?
> O=C(CS(=O)(=O)c1cccc2nsnc12)Nc1cc(F)ccc1F
 : 6%, -3%, -13%[46 µM]
> O=C(NC1CC(=O)N(c2ccc(Cl)cc2)C1)c1ccc(S(=O)(=O)N2CCOCC2)cc1 (stereo unspecified)
 : 5%, -2%, ?

More records follow:
SMILES | TRb SRC2 PPI | TR SRC2 fluor cs | LMNA splice mod
COc1ccccc1NC(=O)c1cc2ccc3cccnc3c2[nH]1 | 10% | 0% | -3%[46 µM]
NC(=O)c1nc(Nc2ccccc2)sc1NC(=O)c1ccccc1Br | 9% | -1% | 18%[46 µM]
CCOc1ccc(NC(=O)CSc2cc(C)c3ccccc3n2)cc1 | 1% | 1% | 5%[46 µM]
O=S(=O)(NCc1nc2cccnc2n1Cc1ccc(F)cc1)c1ccc2c(c1)CCCC2 | -1% | 1% | 16%[46 µM]
Cc1ccc(NC(=O)c2ccc(COc3ccccc3Cl)o2)cc1 | 2% | -21% | 15%[46 µM]
Fc1ccc(-n2cc(-c3ccccc3)c3c(NC4CCCCC4)ncnc32)cc1 | 9% | -1% | -29%[46 µM]
COc1ccc(Nc2sc(C(=O)c3ccccc3)c(N)c2C(=O)Nc2cc(C)ccc2C)c(OC)c1 | 6% | 0% | ?
O=C(NCCc1ccccc1)C1CCC(CNS(=O)(=O)c2ccccc2)CC1 (stereo unspecified) | -3% | -7% | -15%[46 µM]
COc1cc2c(cc1OC)C(COc1ccccc1OC)N(C(=O)c1ccc(S(=O)(=O)N(C)C)cc1)CC2 (stereo unspecified) | 9% | -3% | ?
CCOC(=O)C(CC)N1CCN(Cc2ccc(F)cc2)C(=O)C1=O (stereo unspecified) | 5% | -1% | -3%[46 µM]

Continued (three carried over from the part before).
SMILES | TRb SRC2 PPI | TR SRC2 fluor cs | LMNA splice mod
O=C(NCCc1ccccc1)C1CCC(CNS(=O)(=O)c2ccccc2)CC1 (stereo unspecified) | -3% | -7% | -15%[46 µM]
COc1cc2c(cc1OC)C(COc1ccccc1OC)N(C(=O)c1ccc(S(=O)(=O)N(C)C)cc1)CC2 (stereo unspecified) | 9% | -3% | ?
CCOC(=O)C(CC)N1CCN(Cc2ccc(F)cc2)C(=O)C1=O (stereo unspecified) | 5% | -1% | -3%[46 µM]
O=C(CSc1nc2c([nH]c3ccccc32)c(=O)n1-c1ccccc1)N1CCCCCC1 | -5% | -2% | 5%[46 µM]
Cc1ccc(NC(=O)c2nc(-c3ccncc3)no2)c(Cl)c1 | -1% | 8% | 21%[46 µM]
CCN(CC)c1nn2c(=O)c(C(=O)NCc3cccc(C)c3)cnc2s1 | -2% | -7% | -15%[46 µM]
Cc1ccc(NC(=O)Cn2c(=O)oc3ccccc32)cc1Cl | 1% | -24% | 11%[46 µM]
Cc1cccc(OCc2nc(CC(=O)Nc3ccc(Cl)cc3)cs2)c1 | -4% | -5% | ?
CCCCNC(=O)CN1CCN(c2ncc(NC(=O)c3ccc(Cl)cc3)cc2C(=O)O)CC1 | 4% | 2% | ?
Cc1ccc(NC(=O)CSc2nc(=O)n(CCN3CCOCC3)c3c2CCC3)cc1Cl | -14% | 0% | 6%[46 µM]
CCOc1ccc(C(=O)NCCS(=O)(=O)N2CCN(c3cccc(Cl)c3)CC2)cc1 | 4% | 2% | ?
COc1ccc(C)cc1NS(=O)(=O)c1cnc(N)nc1 | 0% | -1% | -3%[46 µM]
CCCC12CN3CC(CCC)(CN(C1)C3c1c[nH]c3ccccc13)C2=O (stereo unspecified) | 4% | 0% | ?
Cc1nc2cccnc2n1C1CCN(C(=O)Nc2ccccc2)CC1 | 5% | -3% | 4%[46 µM]
COC(=O)c1nc2n(n1)C(c1cc(OC)ccc1OC)C=C(c1ccc(Br)cc1)N2 (stereo unspecified) | 2% | 5% | ?
Cc1ccc2nc(NC(=O)c3ccc(S(=O)(=O)N4CCC(C)CC4)cc3)sc2c1 | -8% | -1% | ?
COc1cc(/C=C/c2nc3cc(Cl)ccc3c(=O)n2-c2ccc(C)cc2C)cc(OC)c1OC | -3% | -2% | 10%[46 µM]
CCOC(=O)c1noc2ncnc(N3CCN(c4cccc(C(F)(F)F)c4)CC3)c12 | 2% | -3% | -13%[46 µM]
CCOc1ccc(C2C(=O)N(C3CCCCC3)CC(=O)N2Cc2ccccc2OC)cc1OC (stereo unspecified) | -2% | -2% | -10%[46 µM]
COc1ccc(NC(=O)CN2CCN(c3ccccc3F)CC2)c(OC)c1 | -2% | -2% | -14%[46 µM]
Cc1ccc(OCC(=O)OCc2cc(=O)n3nc(C4CC4)sc3n2)cc1 | -4% | ? | ?
O=C(CCOc1ccccc1)N(Cc1cccnc1)c1nc2c(Cl)cccc2s1 | -1% | -1% | ?
Cc1ccc(NC(=O)c2cnc(N3CCCC3)nc2C)cc1F | -11% | 0% | 9%[46 µM]
CCN(CC)S(=O)(=O)c1nnc(NC(=O)COc2ccccc2)s1 | -13% | 6% | ?
